# Screening results: PubChem, several laboratories
# L major viab: Leishmania major promastigote growth inhibition | Leishmania major promastigotes, resazurin fluorescence viability | AID 1063 | 200,000 tested, 9% active | inhibition, % at 10 µM; in the data active = inhibition above about 50%;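 also: promastigotes grown with compound for 44 hours at 28 °C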
# bIAP inh: blocks bovine intestinal alkaline phosphatase activity; inhibition, % at 20 µM; purified bovine IAP, CDP-star luminescence, 30 min; 190,000 tested, under 10 active;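 active = over 50% inhibition of intestinal alkaline phosphatase at 20 µM in the single-dose screen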
#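 test system = bovine IAP enzyme | medium = DEA buffer 100 mM, pH 9.8, with MgCl2 1.0 mM, ZnCl2 0.02 mM | detection = luminescence | dosing = single compound dose of 20 µM, 2% DMSO final | incubation = 30 min reaction at room temperature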
# Redox H2O2 prof: compounds producing H2O2 with reducing agent – biochemical, NIH compound library profiling, artefact control for MLSCN library redox annotation, primary screen; AID 878; activation, % at 10 µM; DTT-dependent redox cycling H2O2, phenol red/HRP absorbance; 100% = 100 µM peroxide control, 0% = buffer; 200,000 tested, 0.03% active;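 active = activation of at least 50% relative to the plate's high and low controls in the primary single-dose screen; inactive = activation below 50%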;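 also: compound incubated with DTT at 0.8 mM final as the reducing agent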
# S1P3 antagonist: antagonists of human S1P3 receptor; CHO S1P3 NFAT-BLA reporter, FRET fluorescence, antagonist mode; 170,000 tested, 0.27% active; AID 485; inhibition, % at 4.98 µM; Q99500;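 active = inhibition above the plate cutoff, the mean inhibition of test wells on that plate plus 3 SD, cut at about 28% in these data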;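 also: cells challenged with S1P at its EC80 of 0.8 µM; blue over green emission ratio from cleaved BLA substrate after 4 h stimulation; 0% = S1P-stimulated wells and 100% = unstimulated DMSO-only wells; some compounds past the cut are filed as inactive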
# Target sequence (Q99500 whole entry, looked up): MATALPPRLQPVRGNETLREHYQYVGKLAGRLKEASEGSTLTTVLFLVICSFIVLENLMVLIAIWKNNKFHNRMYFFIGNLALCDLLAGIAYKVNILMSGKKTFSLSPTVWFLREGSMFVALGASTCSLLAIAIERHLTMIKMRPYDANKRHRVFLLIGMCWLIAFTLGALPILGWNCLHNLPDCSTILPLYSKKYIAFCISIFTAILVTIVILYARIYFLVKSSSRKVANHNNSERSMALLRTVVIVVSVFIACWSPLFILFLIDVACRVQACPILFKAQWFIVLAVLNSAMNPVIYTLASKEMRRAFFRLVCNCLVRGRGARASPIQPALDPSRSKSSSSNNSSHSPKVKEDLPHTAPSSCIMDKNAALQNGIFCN
# TR-FRET SRC-2 ct: TR-FRET artefact, counter-screen to PPARgamma/SRC-2 agonist assay; 200,000 tested, 0.4% active; hits give high values; TR-FRET ratio at 8 µM; in the data active = TR-FRET ratio above about 2000; also: inactives centre near 1500
# PPARg SRC2 recr: agonists of SRC-2 recruitment by human PPARgamma; AID 1032; P37231; 200,000 tested, 0.34% active; PPARgamma LBD-SRC-2 recruitment, biochemical; activation, % at 8 µM; in the data active = activation above about 22%;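 also: 0% = vehicle and 100% = reference agonist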
# Target sequence (P37231 whole entry, looked up, the tested form may be a part): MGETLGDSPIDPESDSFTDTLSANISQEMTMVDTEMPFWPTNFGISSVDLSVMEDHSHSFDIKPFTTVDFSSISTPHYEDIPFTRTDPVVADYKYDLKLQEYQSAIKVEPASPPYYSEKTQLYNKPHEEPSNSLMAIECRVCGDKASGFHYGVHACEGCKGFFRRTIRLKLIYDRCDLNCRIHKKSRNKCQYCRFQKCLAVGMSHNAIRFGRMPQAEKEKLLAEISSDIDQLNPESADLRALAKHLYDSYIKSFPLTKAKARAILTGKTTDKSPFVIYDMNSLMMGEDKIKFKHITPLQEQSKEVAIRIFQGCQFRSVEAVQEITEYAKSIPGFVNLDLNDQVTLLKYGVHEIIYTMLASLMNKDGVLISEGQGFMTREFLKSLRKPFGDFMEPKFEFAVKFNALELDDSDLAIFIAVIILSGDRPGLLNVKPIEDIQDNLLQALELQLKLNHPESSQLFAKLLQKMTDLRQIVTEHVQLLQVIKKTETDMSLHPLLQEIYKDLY
# ROMK primary: human ROMK K+ channel modulation, primary screen; 130,000 tested, 2% active; AID 1918; B-score at 10 µM; P48048; Tet-inducible ROMK, thallium flux fluorescence; actives lie on both sides;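 active = signal ratio slope over the read window, or its plate-corrected B-score, at least 3 SD from the plate mean, either direction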;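 also: B-score of the F/F0 ratio slope over 7 to 12 s after thallium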
# PPARg SRC-3 ag: promotes SRC-3 coactivator recruitment by human PPARgamma; 200,000 tested, 0.26% active; activation, % at 8 µM; biochemical PPARgamma/SRC-3 coactivator recruitment assay; P37231; AID 731; in the data active = activation above about 23%;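 also: 0% = DMSO and 100% = reference agonist; some compounds past the cut are filed as inactive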
# HMGR II inh: E. faecalis class II HMG-CoA reductase inhibition; purified E. faecalis HMGR, NADPH absorbance 340 nm kinetic; inhibition, % at 10 µM; 190,000 tested, 0.41% active;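 active = inhibition above a set limit, the median over all tested compounds plus 3 SD, cut at about 9.5% in these data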;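 also: enzyme runs in reverse so mevalonate oxidation gives rising NADPH absorbance; 0% = complete reaction with DMSO and 100% = background rate lacking mevalonate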
# RAM inhibit: inhibitors of the yeast RAM network. inhibition, % at 50 µM. 190,000 tested, 1.8% active. S. cerevisiae dse1pr::URA3 reporter, 5-FOA growth OD615, 2 d; analog-sensitive cbk1-as2 kinase mutant strain. AID 868;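 active = inhibition above a set limit, 3 SD over mean compound inhibition, cut at about 8.4% in these data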;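 also: 0% = DMSO-only wells with no growth and 100% = 10 µM 1-NA-PP1 full growth; inhibition rescues growth on 5-FOA so higher OD means more RAM inhibition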
# PPARg SRC-1 ag: agonists of human PPARgamma SRC-1 coactivator recruitment; 200,000 tested, 0.41% active; activation, % at 8 µM; PPARgamma-SRC-1 coactivator recruitment biochemical assay; in the data active = activation above about 19%;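 also: 0% = DMSO and 100% = reference agonist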
# Numbers without * were called inactive; . = not tested or not shown.
structure	TR-FRET SRC-2 ct	PPARg SRC-1 ag	L major viab	PPARg SRC2 recr	ROMK primary	HMGR II inh	PPARg SRC-3 ag	RAM inhibit	bIAP inh	S1P3 antagonist	Redox H2O2 prof
CCN(C1CCCCC1)S(=O)(=O)c1cn(C)c(=O)n(C)c1=O	1656	1	-9	3	.	6	0	2.1	5	0	0.1
COc1ccc(CN2CN(c3ccc(Cl)cc3)C(=O)N(n3cnnc3)C2)cc1	1368	6	0	-16	.	-1	10	1.1	-5	.	1.9
Cc1c(C(=O)NNC(=S)Nc2cccc(Cl)c2)nnn1-c1ccccc1	1457	10	-5	3	0.21	-1	6	2.3	-6	-15	0.1
COc1ccc(-n2c(C)nc3cc(C(=O)NCc4ccco4)ccc32)cc1	1382	-4	1	-6	.	0	-7	0.4	1	11	-0.7
COc1ccc(C(=O)OCCN2CCCCC2)cc1	1561	2	-5	6	-0.89	3	-1	1.1	9	-16	-0.4
CC(C)Cc1cc(C(=O)N2CCN(C(c3ccccc3)c3ccccc3)CC2)no1	1663	1	-3	-1	.	-2	0	1.8	2	.	-0.5
CCOCCCNCc1c(Cl)cccc1Cl	1443	-8	2	-10	.	1	0	0.0	10	-2	0.2
Cc1ccc(S(=O)(=O)n2ccc(=O)[nH]2)cc1	1458	-5	7	12	.	-3	2	0.4	2	-20	0.4
Cc1ccc(NC(=S)N/N=C2\CCCCC2C)cc1 (stereo not drawn)	1502	-1	-2	3	-0.72	2	0	0.5	20	-3	-2.0
COC(=O)CCN(C(=O)c1cccc([N+](=O)[O-])c1)c1ccccn1	1655	3	-7	3	0.46	0	-2	0.8	0	-3	-0.2
O=C(Nc1cc2c(cc1Cl)OCCCO2)c1ccccc1	1394	-2	-3	3	0.031	0	8	2.7	17	.	-0.6
COc1ccc(N2CCN(c3ncnc4nc[nH]c34)CC2)cc1	1633	7	7	-2	.	-3	4	1.6	-6	-27	-0.7
CCOc1ccc(NC(=O)CSc2nnc(-c3ccco3)n2C)cc1	1531	2	-3	1	.	0	-3	3.3	14	6	-2.6
CCCCC(=O)Nc1c(O)c2ccccc2[nH]c1=O	1583	2	-11	1	0.54	0	3	0.4	5	.	-2.4
COC(=O)CC/C(O)=C1/C(=N)CC(C)(C)CC1=O	1553	2	-2	-3	.	-1	4	1.0	11	.	0.4
Cc1ccccc1CNC(=O)c1cc(COc2ccc(F)cc2F)on1	1464	6	-4	6	0.22	-5	3	3.4	-4	-6	-1.0
CC(C)CC(C(=O)NC(=O)NCc1ccccc1)N1C(=O)c2ccccc2C1=O (stereo not drawn)	1604	4	-7	-1	.	3	4	2.5	-3	.	2.5
C/C=C/c1ccc(OCC(=O)Nc2ccc(C(N)=O)cc2)c(OC)c1	1365	-6	33	1	0.75	-2	0	4.4	4	12	-0.5
Cc1ccc2cccc(NC(=S)NC(=O)c3c(Br)cnn3C)c2n1	1516	-1	-5	14	.	-9	4	2.8	8	.	-2.6
Cc1cc(C)c2c3c(sc2n1)C(c1cccc(F)c1)C(C#N)=C(N)O3 (stereo not drawn)	1651	6	89*	0	0.37	-4	-5	2.9	20	.	2.0
CCOC(=O)c1[nH]c2ccccc2c1NC(=O)c1ccco1	1448	7	3	12	.	-2	-4	1.2	6	.	2.8
O=C(CC(c1ccccc1)c1ccco1)N1CCOCC1 (stereo not drawn)	1447	-8	-3	5	-1.1	-3	1	-0.5	6	.	2.9
O=c1cc(O)c2ccccc2n1Cc1ccccc1	1575	6	-8	2	-0.72	-1	4	1.6	6	-9	-0.3
O=C(CSc1nnc(NC(=O)Cc2ccc(F)cc2)s1)NCc1ccco1	1721	2	-5	11	0.31	6	2	2.7	2	-16	-0.2
CC(NC(=O)c1ccc2c(c1)OCO2)C1CCCO1 (stereo not drawn)	1505	0	-7	3	.	5	-6	0.7	15	-16	-0.7

# Reprinted at random: 2 entries already listed
structure	TR-FRET SRC-2 ct	PPARg SRC-1 ag	L major viab	PPARg SRC2 recr	ROMK primary	HMGR II inh	PPARg SRC-3 ag	RAM inhibit	bIAP inh	S1P3 antagonist	Redox H2O2 prof
COc1ccc(-n2c(C)nc3cc(C(=O)NCc4ccco4)ccc32)cc1	1382	-4	1	-6	.	0	-7	0.4	1	11	-0.7
Cc1ccc(NC(=S)N/N=C2\CCCCC2C)cc1 (stereo not drawn)	1502	-1	-2	3	-0.72	2	0	0.5	20	-3	-2.0

# Following part:
structure	TR-FRET SRC-2 ct	PPARg SRC-1 ag	L major viab	PPARg SRC2 recr	ROMK primary	HMGR II inh	PPARg SRC-3 ag	RAM inhibit	bIAP inh	S1P3 antagonist	Redox H2O2 prof
COc1ccc(C(c2oc(CO)cc(=O)c2O)c2oc(CO)cc(=O)c2O)cc1	1546	8	-5	6	0.42	-1	-4	1.9	-12	-4	-0.5
CCOc1ccccc1NS(=O)(=O)c1ccc2c(c1)n(C)c(=O)c(=O)n2C	1449	-6	4	1	-0.35	2	-4	-0.3	7	-1	0.4
COc1ccc(NC(=O)COC(=O)CC23CC4CC(CC(C4)C2)C3)c([N+](=O)[O-])c1	1446	-5	0	-5	.	0	-1	7.5	25	3	0.4
N#CC1=C(N)NC(SCC(=O)Nc2ccccc2)=C(C#N)C12CCCCC2	1419	6	77*	-1	.	5	-8	0.1	16	.	2.9
Cc1ccc(C(=O)COC(=O)c2cccc(NC(=O)c3ccc([N+](=O)[O-])cc3[N+](=O)[O-])c2)cc1	1480	-7	92*	-3	.	0	-3	4.5	14	.	16
Cc1cccc(-n2ccnc2SCC(=O)Nc2cc(C)on2)c1	1448	0	2	-2	.	-2	-12	1.3	13	-23	3.1
O=c1c(O[C@@H]2O[C@H](CO)[C@@H](O)[C@H](O)[C@H]2O)c(-c2ccc(O)c(O)c2)oc2cc(O)cc(O)c12	1645	13	.	12	.	7	6	.	16	3	.
COc1ccccc1/C=C/C(=O)c1cc(Br)ccc1OC(=O)c1ccco1	1623	1	60*	4	.	.	12	.	.	.	-8.6
Cc1[nH]n(-c2ccccc2)c(=O)c1N=Nc1nccs1	1548	5	96*	4	13*	2	1	2.2	24	.	0.3
CC1CCN(CCCNC(=O)c2cc3c(Cl)nc4ccccc4c3s2)CC1	1552	-9	100*	-3	-0.56	2	-1	-0.5	-1	3	1.0
COc1ccc(NC(=O)CNS(=O)(=O)c2cccs2)cc1	1555	3	-5	-6	-0.92	2	-3	-0.1	6	.	-0.4
COc1ccc(NC(=O)Cn2nnc(C(=O)Nc3ccccc3C)c2N)cc1	1324	-2	23	-13	.	-2	1	3.0	-19	-13	-0.3
Cc1ccc(C(=O)N2CCN(c3cccc(Cl)c3)CC2)cc1C	1529	2	11	-3	.	-6	-7	0.2	2	-27	-2.2
O=c1[nH]c(SCc2ccccc2)nc2c1cnn2-c1ccc(F)cc1	1443	-4	4	18	.	-3	3	4.8	26	-13	0.0
Cc1c(NC(=O)C(C)OC(=O)c2cccc(S(=O)(=O)N(C)C)c2)c(=O)n(-c2ccccc2)n1C (stereo not drawn)	1554	2	-5	0	0.5	-9	0	0.2	8	-3	-1.3
CCN1CNC(=S)N(C(C)c2ccccc2)C1 (stereo not drawn)	1355	0	-4	-3	-0.21	0	1	1.3	7	-12	0.5
O=C(Cn1c(CO)nc2ccccc21)NCCc1ccccc1	1702	3	-10	-4	0.011	-7	0	0.2	3	-3	-0.2
COc1ccc(-c2nc3c(c4nnc(SC(C)C(=O)Nc5ccc(C)cc5)n24)COC(C)(C)C3)cc1 (stereo not drawn)	1452	-8	2	4	.	-6	-3	3.2	3	-6	0.2
O=C1C2=C(SCCS2)C(=O)N1CCCO	1413	-2	0	11	.	1	-5	1.9	3	-2	1.9
COC(=O)CS(=O)(=O)c1ccsc1C(=O)Nc1ccc(F)c(F)c1	1622	-7	-9	3	-0.78	4	0	0.3	8	-4	-0.8
COc1ccc(N=C2SC(CC(=O)Nc3ccccc3F)C(=O)N2Cc2ccco2)cc1 (stereo not drawn)	1470	1	43	-2	0.55	-2	-3	2.6	.	18	-0.3
CCCOc1c(OC)cccc1C1CC(=O)Nc2cc3c(cc21)OCO3 (stereo not drawn)	1551	6	2	4	.	-8	-3	2.1	12	-18	2.3
CCOC(=O)/C(C#N)=C/Nc1ccccc1OC	1587	1	-11	16	0.021	-1	-5	2.8	8	.	-3.9
CCOC(=O)c1csc(N)n1	1559	12	-4	1	-1.9	-2	2	2.9	-8	-9	-0.2
COc1ccc(-c2csc(NC(=O)C3=NN(c4ccccc4)C(=O)CC3)n2)cc1	1721	3	13	-8	0.22	-1	1	4.8	-13	-4	-0.1

# Next section
structure	TR-FRET SRC-2 ct	PPARg SRC-1 ag	L major viab	PPARg SRC2 recr	ROMK primary	HMGR II inh	PPARg SRC-3 ag	RAM inhibit	bIAP inh	S1P3 antagonist	Redox H2O2 prof
CCN(CC)C(=O)N1CCN(C)CC1	1411	-9	.	8	.	3	0	.	0	-19	.
Cc1cc(C)n2nc(-c3ccc(F)cc3)nc2n1	1373	-1	-2	-3	.	-5	2	2.5	4	.	-3.6
O=C1CC(c2cccc([N+](=O)[O-])c2)c2c(ccc3ccccc23)N1 (stereo not drawn)	1491	9	100*	5	-0.32	1	9	0.1	12	.	0.5
Cc1ccc(OCc2nc(-c3ccc(Cl)cc3)n[nH]2)cc1	1713	11	1	6	.	0	-1	6.1	0	.	2.1
COc1ccc(CCNC(=O)C(=O)N2CCCC2)cc1OC	1593	-1	-3	-8	0.2	1	-6	0.4	1	-6	-0.3
COc1ccc(C(=O)NC2c3ccccc3-c3ccccc32)cc1	1436	3	-5	-1	.	1	4	4.1	7	0	1.1
C/C(=N/NC(N)=S)c1ccc(Br)s1	1617	11	4	18	-1.6	-2	6	-0.2	12	13	0.0
COC(=O)C(NC(C)=O)(Nc1ccc(Br)cn1)C(F)(F)F (stereo not drawn)	1607	12	-2	5	0.28	-3	-1	1.1	3	.	-0.6
Nc1nc(NC(=O)c2cccc(S(=O)(=O)N3CCCCCC3)c2)nc(-c2ccccc2)n1	1340	9	18	-9	-0.72	-2	-1	2.7	26	.	-0.7
CCOC(=O)C1CCN(C(=O)CSc2nnc(-c3ccco3)n2-c2ccccc2)CC1	1685	4	-1	-1	0.14	-3	0	0.3	3	-18	-3.0
CN(C)S(=O)(=O)c1ccc(N2CCCC2)c(C(=O)Nc2nc3ccc(F)cc3s2)c1	1627	0	7	2	0.52	0	2	4.4	-6	-1	0.8
COc1ccc(NC(=O)CN(C)C2CCCCC2)c([N+](=O)[O-])c1	1470	-1	4	7	.	1	4	2.1	-2	-41	-0.1
O=C(OCC(=O)c1ccc[nH]1)c1ccc(S(=O)(=O)N2CCCCC2)cc1	1656	-2	-4	-2	.	-2	4	6.2	6	.	1.5
CN(Cc1cnn(C)c1)Cc1nc(COc2ccccc2)no1	1530	7	-3	7	1.2	-3	1	-0.9	-2	-6	-1.3
Cc1nnc(SCC(=O)c2cc(C)n(C3CC3)c2C)s1	1477	1	9	-10	.	0	6	6.2	5	.	1.5
